NS5 inhibitors – flavivirus cap methylation enzyme inhibition – biochemical, confirmation dose response, primary screen (AID 588689); actives 0.3% (n = 340,000); inhibition, % at 25 µM, or IC50 in µM where a hit was titrated; Dengue-2 NS5 methyltransferase capping enzyme assay, biochemical; higher % means a stronger effect; in the data active = a potency from the dose series; inconclusive = inhibition above about 29% without an active follow-up result
CSM14.1 death rescue – rescue of cells from ER stress-induced death, primary screen, 384-well, CSM14.1, thapsigargin, ATP luminescence (AID 1222). cellular ATP content (survival), % at 20 µM; hits with a dose series show EC50 in µM. CSM14.1 thapsigargin-induced death rescue, ATP luminescence; higher % means a stronger effect. 190,000 tested, under 10 active;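 active = EC50 below 50 µM in the dose-response confirmation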;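 note: death triggered by thapsigargin at about 15 µM added after 2 h compound pretreatment; cell ATP read after overnight thapsigargin exposure of roughly 18 to 22 hours; normalized against plate controls of thapsigargin alone and 5% DMSO vehicle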
West Nile virus CPE – inhibition of WNV-induced cytopathic effect – cell-based, CPE readout (AID 1621); CPE inhibition, % at 10 µM, or IC50 in µM where a hit was titrated; West Nile virus-infected cells, CPE inhibition; higher % means a stronger effect; actives 0.02% (n = 290,000); in the data active = a potency from the dose series; inconclusive = CPE inhibition mostly from about 3.7% at the one dose, without a potency; inactive = the rest, 99 in 100 with CPE inhibition below about 2.2%; note: strong numbers were not always called active
RSV CPE inhibition – inhibition of RSV-induced cytopathic effect – HEp-2 cells, primary 10 µM value included (AID 2391); HEp-2 cells, RSV-induced CPE inhibition; higher % means a stronger effect; CPE inhibition, % at 10 µM; hits with a dose series show IC50 in µM; actives 0.13% (n = 310,000); in the data active = a potency from the dose series; inconclusive = CPE inhibition mostly from about 23% at the one dose, without a potency; inactive = the rest, 99 in 100 with CPE inhibition below about 21%; note: strong numbers were not always called active
XIAP antagonists – XIAP antagonists, biochemical, IAP family, fluorescence polarization (AID 1018). XIAP BIR domain, fluorescence polarization peptide displacement; higher % means a stronger effect. actives 0.007% (n = 200,000). displacement, % at 20 µM, or IC50 in µM where a hit was titrated; in the data active = displacement above about 50%; note: a part of the inactive calls stands beside numbers as strong as those of hits
UTI89 phage lysis – inhibition of K1F phage lysis, E. coli UTI89, bacterial capsule biogenesis inhibitors, alamar blue (AID 488966); E. coli UTI89 K1F phage lysis, alamar blue, 2 h; higher % means a stronger effect; actives 0.02% (n = 340,000); inhibition, % at 100 µM, or IC50 in µM where a hit was titrated;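 active = phage lysis inhibition, versus mean bacterial control, above a set limit; inconclusive = no clear call, values can overlap the other calls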;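 note: capsule biogenesis inhibitors block K1F phage lysis so surviving cells raise fluorescence; higher fluorescence means more inhibition of phage lysis; actives were called in the ten point dose series up to 300 µM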
SV40 large T antigen – TAg ATPase/helicase activity blockers – biochemical (AID 1903). SV40 large T antigen ATPase/helicase inhibition assay; higher % means a stronger effect. actives 0.39% (n = 310,000). inhibition, % at 20 µM, or IC50 in µM where a hit was titrated; in the data active = a potency from the dose series; inconclusive = inhibition mostly from about 32% at the one dose, without a potency; inactive = the rest, 99 in 100 with inhibition below about 32%; note: strong numbers were not always called active
Yfh1-depleted yeast – mitochondrial function rescue without frataxin homolog – Friedreich's ataxia, plus single-dose screen, dose response (AID 1465); S. cerevisiae Yfh1-off respiration, WST-1 reduction, 72 h; higher fold induction means a stronger effect; fold induction at 50 µM; hits with a dose series show EC50 in µM; actives 0.074% (n = 220,000);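 active = fold induction of absorbance versus untreated yeast above a set limit, then at least 30% activation at any dose in follow-up; inconclusive = repeats straddling the limit, or above it without dose testing; inactive = fold induction below the set limit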;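 note: activators that raise dye reduction in frataxin-depleted yeast; strong numbers were not always called active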
WT yeast gro inh – growth inhibition of WT yeast, mitochondrial fusion screen. mitochondrial fusion phenotypic screen, WT strain. actives 2.1% (n = 190,000). inhibition, % at 10 µM. AID 1362; in the data active = inhibition above about 58%; tested in S. cerevisiae
WT yeast gro inh mutant strain – further read-out of WT yeast gro inh, marked with its call; inhibition, %; mitochondrial fusion phenotypic screen, mutant strain inhibition
NS5 inhibitors pilot replicate – recorded beside NS5 inhibitors, whose call it bears; inhibition, %; measured here: pilot screen replicate inhibition
* = called active by the depositor; i = inactive; ? = inconclusive; · = not tested or not shown; [ ] = dose if it differs, or a comment.

SMILES	NS5 inhibitors	CSM14.1 death rescue	West Nile virus CPE	RSV CPE inhibition	XIAP antagonists	UTI89 phage lysis	SV40 large T antigen	Yfh1-depleted yeast	WT yeast gro inh	WT yeast gro inh mutant strain	others
CCC(=O)Nc1ccc(NC(=O)c2ccccc2Cl)nc1	-4%	-1.3%	-0.4%	1.0%	-14%	0.3%	5%	i	-6	-9
CC(O)CNc1ncnc2nc[nH]c12 (stereo not drawn)	0%	-1.9%	0.4%	0.0%	-0.8%	-0.2%	1%	i	·	·
COc1ccc(OCc2ccc(C(=O)O)cc2)cc1	-2%	-0.7%	-0.1%	1.1%	-6.5%	-0.4%	1%	i	-1	2
C=CCSc1nc2ccccc2n1C(=O)/C=C/c1ccc(OC)c(OC)c1	-4%	6.0%	?	-2.5%	0.3%	-0.6%	13%	i	·	·
C=CCNC(=O)c1ccccc1NC(=O)c1ccc(Cl)c(S(=O)(=O)Nc2cccc(C)c2C)c1	-3%	-1.1%	-0.9%	18%	-5.8%	1.7%	10%	i	23	23
Cc1cnc(C(=O)Oc2c(C)ccc(C)c2C)cn1	-5%	0.1%	-0.5%	4.7%	-3.1%	0.8%	20%	i	-8	9
COc1ccc(OC)c(C2=NOC(C(=O)N3CCN(c4ccccc4)CC3)C2)c1 (stereo not drawn)	-8%	1.5%	0.7%	4.0%	-12%	1.1%	12%	i	-5	-8
Cc1onc(-c2c(F)cccc2Cl)c1C(=O)NC(=S)NC1CCSC1=O (stereo not drawn)	1%	-1.2%	0.7%	0.7%	-5.3%	?	8%	i	-2	-11
CCC(C)C(NC(=O)C1CCC(=O)N1C(=O)OCc1ccccc1)C(=O)NC(Cc1ccccc1)C(N)=O (stereo not drawn)	-5%	·	-0.1%	0.2%	·	-0.1%	17%	·	·	·
C/C(=N\N=C(c1ccccc1)c1ccccc1)c1ccco1	0%	2.0%	-0.8%	2.8%	-4.7%	0.3%	4%	i	9	-4
COc1ccc(CNC(=O)c2noc3c2CCCC3)cc1	-5%	-0.6%	-0.5%	0.1%	-4.2%	0.9%	-1%	i	-7	-42
CC(CN1CCOCC1)OC(=O)c1ccc(Cl)cc1Cl (stereo not drawn)	-3%	·	-0.6%	0.5%	·	0.1%	28%	·	·	·
O=C(/C=C/c1ccccc1)NCc1cccnc1	3%	-0.4%	0.2%	-0.3%	-0.5%	-0.1%	24%	i	-9	-4
COc1cc2c(cc1OC)C[N+](C)(C)CC2	-2%	-1.6%	0.0%	·	-1.3%	2.6%	55µM*	i	0	-4
CCCCOc1ccc(NC(=S)Nc2cc(C)nc(SCCCC)n2)cc1	-7%	0.1%	-0.7%	0.6%	-5.2%	-4.7%	6%	i	0	-7
Cn1cccc1C(=O)NC(=O)CSc1nnc(C2CC2)n1-c1ccccc1	0%	·	0.1%	1.7%	-0.5%	0.4%	16%	i	-6	-2
Cc1ccc(OCCn2cc(/C(N)=N/O)c3ccccc32)cc1C	-5%	-1.0%	-0.4%	2.5%	-2.5%	0.8%	16%	i	-13	-9	NS5 inhibitors pilot replicate=-5.8
NC(=S)N/N=C/c1ccc(-c2cc(Cl)cc(Cl)c2)o1	-30%	-1.1%	-0.1%	12%	-3.0%	-0.2%	25%	i	15	6
CN(C)S(=O)(=O)N1CCN(c2ccc(Cl)cc2)CC1	-3%	0.4%	-0.8%	1.5%	-6.4%	0.7%	-3%	i	2	10	NS5 inhibitors pilot replicate=1.8
CCc1cccc(CC)c1C(OC(C)=O)c1cccnc1 (stereo not drawn)	2%	·	·	1.1%	·	0.5%	9%	·	·	·
O=C1/C(=C\c2ccc3ccccc3c2)CCCc2ccccc21	-6%	-0.9%	1.2%	3.3%	-1.0%	-0.1%	9%	i	49	-6
O=C(NCCC1CCCCN1S(=O)(=O)c1ccccc1)C(=O)NCc1ccncc1 (stereo not drawn)	3%	·	·	0.3%	·	1.5%[50 µM]	4%	·	·	·
CC(C)C(=O)c1c(C(C)C)nn2ccccc12	6%	·	0.3%	-0.3%	·	4.3%	4%	i	·	·
CCOC(=O)c1cnc2cc(C)nn2c1C	-4%	2.1%	0.0%	-0.3%	-1.8%	-0.2%	9%	i	2	-63
CN1CCN(c2nc(NCc3ccco3)nc(N)c2[N+](=O)[O-])CC1	5%	·	-0.5%	·	·	-0.7%	17%	i	·	·
(cont.)
SMILES	NS5 inhibitors	CSM14.1 death rescue	West Nile virus CPE	RSV CPE inhibition	XIAP antagonists	UTI89 phage lysis	SV40 large T antigen	Yfh1-depleted yeast	WT yeast gro inh	WT yeast gro inh mutant strain	others
COCCN1C(=O)c2ccccc2C(C(=O)Nc2ccc3c(c2)OCCO3)C1c1ccc(F)cc1 (stereo not drawn)	4%	-0.9%	-0.4%	1.8%	-3.4%	1.1%	4%	i	-28	-5
C=CCc1cccc2cc(C(=O)N3CCOCC3)c(=O)oc12	-2%	·	-0.6%	-2.2%	·	0.3%	8%	·	·	·
CN(C)S(=O)(=O)N(CC(=O)NCCSCc1ccc(Cl)cc1)c1ccccc1	-9%	3.2%	-1.1%	?	-16%	-1.3%	8%	i	14	11
CCOc1ccc(C(=O)CCC(=O)NCC(=O)OCc2ccccc2)cc1OCC	-5%	·	-0.1%	2.6%	·	-0.2%	3%	·	·	·
Cc1ccccc1Cn1ccc(NC(=O)c2cnn3c2NC(c2ccccc2)CC3C(F)(F)F)n1 (stereo not drawn)	0%	1.2%	0.3%	6.0%	-1.8%	-1.6%	2%	i	47	2
COC(=O)/C(=C\c1ccc2c(c1)c1ccccc1n2C)NC(=O)c1ccccc1	-3%	-0.9%	0.1%	?	-3.5%	2.5%[50 µM]	-16%	i	18	0
COC(=O)Cc1ccc(NC(=O)c2ccc3c(c2)C(=O)N(Cc2cccnc2)C3=O)cc1	-1%	·	1.3%	1.6%	·	-0.1%	7%	·	·	·
CC(=O)OC(C(=O)NC1CCCCC1)c1ccc(Cl)cc1 (stereo not drawn)	-3%	-4.0%	-0.3%	4.8%	-2.4%	-0.3%	2%	i	4	-1
Cc1cccc(CCNCc2c(C(=O)O)c(C)n(-c3ccccc3)c2C)c1	-5%	·	-0.9%	-0.5%	·	0.1%	12%	·	·	·
C=CCn1c(SCc2cccc(F)c2)nc2cc(C(=O)N3CCC(C(N)=O)CC3)ccc2c1=O	-1%	1.0%	-0.1%	6.9%	-13%	-0.3%	4%	i	-8	-20
Cc1cccc(C(=O)N/N=C/c2coc3ccccc3c2=O)c1	-10%	·	0.0%	1.8%	·	0.2%[50 µM]	10%	·	·	·
CC(NC(=O)/C(C#N)=C/c1ccc(OCC(=O)O)cc1)c1ccccc1 (stereo not drawn)	-2%	·	1.3%	0.5%	·	-1.2%	7%	·	·	·
CCOC(=O)c1ccc(N=C2SC(C(=O)NC)CC(=O)N2CCc2ccccc2)cc1 (stereo not drawn)	2%	·	0.1%	0.1%	·	-0.4%	12%	i	·	·
Cc1ccc(NC(=O)Cn2ccsc2=N)cc1S(=O)(=O)N(C)C	1%	0.2%	-0.7%	0.0%	-7.7%	0.1%	1%	i	-3	1
COC(=O)c1c(NC(=O)COC(=O)c2ccc(C)s2)sc2c1CCCCC2	-2%	-0.4%	-0.7%	0.1%	-5.4%	0.2%	13%	i	3	4
CCn1nnnc1NCc1ccc(SC)cc1	1%	·	0.4%	0.2%	·	0.1%	13%	·	·	·
COc1ccc(/C=C2/NC(=O)N(CC(=O)Nc3cccc(C)c3)C2=O)cc1O	·	1.5%	1.4%	2.1%	-4.9%	1.2%	15%	i	-13	-7
CCCc1cc(=O)oc2cc(C)cc(OC(C)C(=O)NCCCN3CCOCC3)c12 (stereo not drawn)	5%	·	-0.5%	0.0%	·	0.2%	3%	·	·	·
CC(Oc1ccc(F)cc1)C(=O)N(Cc1ccccc1)c1c(N)n(Cc2ccccc2)c(=O)[nH]c1=O (stereo not drawn)	-7%	·	·	-0.1%	·	1.0%[50 µM]	14%	·	·	·
Cc1nn(-c2ccccc2)c2c1c(C)c(CCC(=O)N1CCOCC1)c(=O)n2C	-1%	·	0.9%	3.8%	·	-0.5%	·	·	·	·
O=C(NNc1ccc(F)cc1F)C1CCC1	-4%	·	-0.1%	0.4%	·	0.8%	7%	i	·	·
CC(=O)c1ccc(NC(=O)Nc2ccc(S(=O)(=O)N3CCCC3)cc2)cc1	-19%	·	-0.8%	7.6%	·	1.0%[50 µM]	13%	·	·	·
O=c1oc(-c2cccnc2)nc2ccccc12	-1%	1.4%	0.4%	1.2%	-0.5%	0.2%	-4%	i	10	2
NNC(=O)CN1C(=O)Nc2ccc(Cl)cc2C1c1ccccc1 (stereo not drawn)	-7%	·	0.0%	1.1%	·	-0.1%	-1%	·	·	·
O=C(COc1ccc(S(=O)(=O)N2CCCCC2)cc1)NC1CCCCC1	·	·	0.1%	0.9%	-3.6%	0.2%	2%	i	2	13

The final two records of the section before come first, to join the parts.
SMILES	NS5 inhibitors	CSM14.1 death rescue	West Nile virus CPE	RSV CPE inhibition	XIAP antagonists	UTI89 phage lysis	SV40 large T antigen	Yfh1-depleted yeast	WT yeast gro inh	WT yeast gro inh mutant strain	others
NNC(=O)CN1C(=O)Nc2ccc(Cl)cc2C1c1ccccc1 (stereo not drawn)	-7%	·	0.0%	1.1%	·	-0.1%	-1%	·	·	·
O=C(COc1ccc(S(=O)(=O)N2CCCCC2)cc1)NC1CCCCC1	·	·	0.1%	0.9%	-3.6%	0.2%	2%	i	2	13
COc1ccc(OCC(=O)N/N=C/C=C/c2ccccc2)cc1	-9%	-5.9%	-0.8%	1.8%	-68%	0.0%	2%	i	23	10
CC12CCC(=O)N1C(C(=O)N1CCN(S(=O)(=O)c3ccc(Br)cc3Cl)CC1)CS2 (stereo not drawn)	1%	·	·	2.4%	·	0.5%[50 µM]	-9%	·	·	·
C/C(=N/NC(=O)CN1CCN(Cc2ccccc2Cl)CC1)c1ccco1	-5%	·	0.0%	·	·	1.9%	20%	i	·	·
O=C(NCC(=O)N(c1ccc(Cl)cc1)C(C(=O)NC1CCCC1)c1ccncc1)c1ccco1 (stereo not drawn)	-1%	·	-1.0%	0.3%	·	-0.2%	2%	·	·	·
CC1(C)Cc2c(sc(NC(=O)C(=O)NCCCN3CCOCC3)c2C#N)CO1	4%	·	0.1%	1.0%	·	0.2%	25%	·	·	·
Cc1ccc(S(=O)(=O)NCCC(=O)NCCSc2ccc(Br)cc2)cc1	6%	·	-0.2%	4.9%	·	0.3%	9%	·	·	·

High-throughput results as filed in PubChem BioAssay.
